Assay outcomes: PubChem, several laboratories
IDE cell inh – human IDE inhibitors in live cells, primary screen, fluorescence polarization, HEK cells, FAbetaB substrate; Insulin-degrading enzyme (Homo sapiens), P14735; AID 434962, 2010; FAbetaB cleavage; 320,000 tested, 0.41% active; inhibition, % at 5.59 µM;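 active = percent inhibition above the average of all tested compounds plus 3 SD, set per screening campaign, cut at about 16% in these data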;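 note: IDE supplied by intact live HEK cells; FP after avidin binding of uncleaved biotin substrate so inhibition keeps polarization high; 0% = DMSO wells and 100% = 60 µM reference IDE inhibitor Ii1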
NALP1 inh – NALP1 inflammasome inhibitors in reconstituted yeast, colorimetric, S. cerevisiae, triplicate retest | S. cerevisiae NALP1/ASC/caspase-1 growth, X-gal OD620, 72 h | inhibition, % at 10 µM | 280,000 tested, 0.61% active; in the data active = inhibition mostly above about 24%, no sharp cut-off; inactive = mostly below about 32%; note: some compounds called inactive have numbers as strong as hits
PHOSPHO1 block – PubChem AID 1565; Phosphoethanolamine/phosphocholine phosphatase (Homo sapiens), Q8TCT1; recombinant PHOSPHO1, absorbance phosphatase assay; inhibition, % at 13.3 µM; 290,000 tested, 1.1% active; in the data active = inhibition above about 60%
Target sequence (Q8TCT1 whole entry, looked up): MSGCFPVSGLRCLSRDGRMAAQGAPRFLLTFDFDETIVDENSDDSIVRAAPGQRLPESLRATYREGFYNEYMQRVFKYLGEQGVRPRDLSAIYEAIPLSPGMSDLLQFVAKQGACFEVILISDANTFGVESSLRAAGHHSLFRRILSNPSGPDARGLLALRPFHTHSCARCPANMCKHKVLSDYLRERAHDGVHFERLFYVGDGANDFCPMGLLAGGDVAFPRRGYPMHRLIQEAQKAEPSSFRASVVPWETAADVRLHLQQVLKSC
IDE act – human IDE activators in live cells, primary screen, fluorescence polarization, HEK cells, FAbeta-B substrate; AID 493087, 2011; FAbeta-B cleavage; 0% vehicle, 100% cell-free pure enzyme wells; activation, % at 5.96 µM; Insulin-degrading enzyme (Homo sapiens), P14735; 340,000 tested, 0.073% active;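 active = activation above the mean of all tested compounds plus 3 SD, set per screening campaign, cut at about 17% in these data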
VIM-2 inh – VIM-2 metallo-beta-lactamase inhibitors, primary screen, biochemical, epi-absorbance readout, Pseudomonas aeruginosa enzyme; purified VIM-2, nitrocefin hydrolysis, epi-absorbance fluorescence; inhibition, % at 5.6 µM; 290,000 tested, 0.89% active;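 active = inhibition above the mean of all tested compounds plus 3 SD, cutoff set per screening run, cut at about 7.5% in these data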;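 note: red hydrolysis product quenches plate fluorescence so inhibitors raise well fluorescence; 0% = enzyme with DMSO and 100% = DMSO without enzyme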
M18AAP inhibitor – PfM18AAP inhibitors, malaria aminopeptidase, primary screen, biochemical, QFRET, recombinant enzyme; M18 aspartyl aminopeptidase (Plasmodium falciparum 3D7); H-Glu-NHMec fluorogenic cleavage; inhibition, % at 7.35 µM; 290,000 tested, 1.2% active;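 active = inhibition above the campaign mean inhibition over all tested compounds plus 3 SD, cut at about 28% in these data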;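 note: 0% = plate median of test compound wells and 100% = 2 mM ZnCl2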
GPR7 antag – GPR7 receptor antagonists, primary screen, cell-based, fluorescence, single concentration | Neuropeptides B/W receptor type 1 (Homo sapiens), P48145 | GPR7-expressing cells, fluorescence antagonist assay | inhibition, % at 4.4 µM | 290,000 tested, 1.1% active | AID 1861, 2009; in the data active = inhibition above about 16%, passing the limit was not always enough;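 note: cells stimulated with the agonist NPW; 0% = agonist with vehicle and 100% = vehicle without agonist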
Target sequence (P48145 whole entry, looked up): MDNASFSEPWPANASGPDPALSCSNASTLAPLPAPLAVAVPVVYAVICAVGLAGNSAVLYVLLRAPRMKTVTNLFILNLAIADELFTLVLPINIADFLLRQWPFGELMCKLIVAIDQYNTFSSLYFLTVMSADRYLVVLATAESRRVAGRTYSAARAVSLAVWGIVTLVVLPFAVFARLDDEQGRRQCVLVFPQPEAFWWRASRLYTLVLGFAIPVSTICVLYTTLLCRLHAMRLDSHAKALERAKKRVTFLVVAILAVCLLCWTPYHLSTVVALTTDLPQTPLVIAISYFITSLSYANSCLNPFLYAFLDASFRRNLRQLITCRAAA
p-CIP stab down – p/CIP-EGFP fusion destabilizers, primary screen, fluorescence, F442A cells | 16 h | 290,000 tested, 0.01% active | decrease of EGFP signal, % at 10 µM | Q05BA5;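 active = EGFP signal decrease of at least 30% at 10 µM or well 3 SD below plate mean, unless failing retest; inactive = the rest, including hits failing retest or dose response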; note: some compounds called inactive have numbers as strong as hits; many of its hits are not listed in these tables
IMP-1 inhibitor – IMP-1 metallo-beta-lactamase inhibitors, primary screen, biochemical, epi-absorbance readout, Pseudomonas aeruginosa enzyme; metallo-beta-lactamase IMP-1 (Pseudomonas aeruginosa); purified IMP-1, nitrocefin hydrolysis, epi-absorbance fluorescence; inhibition, % at 5.6 µM; 290,000 tested, 0.45% active; AID 1556, 2009;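 active = inhibition above the mean plus 3 SD of all compounds in the same screening run, cut at about 4.5% in these data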;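 note: 0% = IMP-1 with DMSO and 100% = DMSO wells lacking enzyme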
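Test system: recombinant IMP-1 enzyme, purified / Medium: HEPES buffer pH 7.1 with ZnSO4 and Brij 35 / Doses: single dose, 5.6 µM / Times: 25 °C, 15 min preincubation, 25 min reaction / Detection: Epi-absorbance via hydrolysed-nitrocefin quenching of white-plate fluorescence, 480/530 nm, EDTA stop / Evaluation: percent inhibition from optical density relative to buffer-blank wells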
An asterisk follows results filed as active; . = not tested or not shown.

SMILES	IDE cell inh	NALP1 inh	PHOSPHO1 block	IDE act	VIM-2 inh	M18AAP inhibitor	GPR7 antag	p-CIP stab down	IMP-1 inhibitor
CCN(Cc1ccccc1)C(=O)Cn1c(C(C)O)nc2ccccc21 (centres undefined)	4	5	28	6	0.3	3	-5	6	-2.9
Cc1ccc(OCC(=O)Nc2ccccc2[N+](=O)[O-])c(Br)c1	6	9	30	6	0.9	-13	7	0	-1.3
O=C(Nc1ccc2oc(-c3ccncc3)nc2c1)c1ccc2c(c1)OCCO2	17*	.	38	-30	-1.5	1	-8	5	-1.6
O=c1[nH]c2ccccc2cc1CN(Cc1ccco1)S(=O)(=O)c1ccc(F)cc1	3	17	44	0	-1.6	-6	-5	14	-3.5
Cc1cc(NC(=O)c2ccc(Cl)cc2)c(C(C)C)cc1O	4	12	-21	4	-0.7	2	-17	-5	-3.1
COc1ccc(C(=O)N2CC3(C)CC2CC(C)(C)C3)cc1OC (centres undefined)	2	-10	-26	2	-1.9	-2	-13	-10	-3.4
CCOc1ccc(/C=C2/SC(=S)N(CCC(=O)Nc3ccc(C(=O)O)cc3)C2=O)cc1	0	6	-8	3	-0.2	7	-14	1	-4.4
CCCc1cc(=O)[nH]c(SCc2ccc(F)cc2)n1	-1	.	32	6	-3.0	7	-8	8	-3.3
COc1cc(CCC(=O)NCCc2ccc(F)cc2)cc(OC)c1OC	-1	11	25	6	1.8	-11	-3	-6	0.1
CN(/N=C/c1ccc(Br)o1)C1=NS(=O)(=O)c2ccccc21	3	29	-23	1	5.9	-5	2	-3	-1.4
O=C(Nc1ccc(C(=O)N2CCOCC2)cc1)Nc1cccc2ccccc12	4	24	6	-3	2.6	-16	5	-4	0.2
Cc1nn(CCc2nn[nH]n2)c2nc(-c3ccccc3)cc(C(F)(F)F)c12	5	1	32	-4	-2.9	6	-9	6	-4.8
O=C(COC(=O)c1ccccc1O)NCCC1=CCCCC1	5	10	15	1	-1.3	-14	2	15	-2.5
CCC(=O)Nc1ccc(C(=O)N/N=C/c2ccccc2[N+](=O)[O-])cc1	3	-9	20	1	-3.4	3	-3	-11	-1.2
COc1ccc(C)cc1NC(=O)CSc1nnnn1C1CCCC1	5	17	31	-2	-3.4	7	-11	-28	-1.3
CN(C)S(=O)(=O)c1cccc(COC(=O)c2cnccn2)c1	1	13	42	5	-3.0	8	2	5	-1.0
O=C(CCCCCN1C(=O)c2ccccc2C1=O)Nc1ccc(C(=O)O)cc1	5	17	20	4	-2.5	2	6	-12	-0.5
COc1cc(/C=C2\SC(=S)N(CC(=O)O)C2=O)ccc1OC(=O)c1ccco1	24*	-3	35	-31	-4.3	9	-15	-9	-1.3
CCCN1Cc2cccc(C(=O)NCc3cccs3)c2C1=O	9	0	0	0	-3.5	0	-13	1	-2.1
CC1C(=O)C(C)C(c2ccc(O)cc2)NC1c1ccc(O)cc1 (centres undefined)	2	6	20	0	-1.9	2	2	2	-2.2
CN(C)CCCN(C(=O)COc1ccc(Cl)cc1)c1nc2c(F)cccc2s1	-5	23	-26	1	-2.6	-2	-8	-3	-1.4
Cc1nnc(NC(=O)C2CCCN2C(=O)Nc2ccccc2)s1 (centres undefined)	1	11	35	5	0.5	-4	5	-7	-2.3
O=C(Cn1c(=O)n(Cc2ccco2)c(=O)c2c3c(sc21)CCCCC3)c1ccccc1	2	32	-36	4	-1.6	-2	-12	-3	-1.8
COc1ccc(S(=O)(=O)N2CCCCC2)cc1-n1cnnn1	5	5	5	2	-0.8	-5	7	4	-2.9
O=C(CCS(=O)(=O)c1cc2c(cc1Cl)NC(=O)CO2)NCc1ccc(F)cc1	-1	20	-9	4	-1.3	1	-8	-7	-1.4
CCOC(=O)C1CCN(C(=O)c2cc3c(ccc4ccccc43)o2)CC1	1	-1	-25	3	-0.5	-6	7	-1	-1.1
COc1ccc(-c2csc(N(Cc3ccco3)C(=O)c3cccs3)n2)cc1	-1	.	4	-5	-2.5	8	1	-2	0.2
CC1(C)CC(NC(=S)Nc2ccc([N+](=O)[O-])cc2)CC(C)(C)N1	0	-12	44	-4	-2.6	-12	-1	3	-2.7
COc1ccc(/C=C/C(=O)Nc2cc(C)nn2-c2nc3ccccc3n2Cc2cccc([N+](=O)[O-])c2)cc1	8	33	7	-1	-4.8	0	3	-16	-3.9
Cc1cccc(NS(=O)(=O)c2ccc3[nH]c(=O)cc(C(=O)OC(C)C(=O)Nc4ccc([N+](=O)[O-])cc4)c3c2)c1 (centres undefined)	3	0	38	0	1.3	2	0	-1	0.6
Cc1ccccc1Oc1ccccc1N	2	4	7	6	-1.7	4	-18	17	-1.7
Cc1cc(C)cc(-c2nnc(SCc3ccc(C(=O)O)cc3)o2)c1	3	4	24	6	1.1	11	12	-9	-2.0
Cc1cc(C(=O)N2CCC(C)CC2)on1	0	.	42	-1	-3.5	-2	-10	-5	-2.3
COC1CCN(C(=O)CC2C(=O)NCCN2CC(C)(C)C)CC1 (centres undefined)	6	20	27	1	0.4	-6	-3	-1	0.4
CS(=O)(=O)c1ccccc1C(=O)Nc1ccc(-c2nc3ccccc3o2)cc1	3	35	31	0	-1.9	3	5	3	-2.3
CCC(=O)n1nc(-c2ccc(Cl)cc2)nc1SC	2	-62	8	2	-1.4	-4	4	-11	-2.0
COC(=O)c1cscc1NC(C)=O	3	21	-12	1	-2.1	1	-4	-7	-0.9
Cc1ccccc1-c1nc2ccccc2[nH]1	-2	6	-4	2	-2.6	-2	-11	-28	-1.6
CCCCn1c(CNC(=O)Cc2ccccc2)nc2ccccc21	-3	32	-58	6	-3.2	-6	6	-10	-5.1
Clc1ccc(OC2CCN(Cc3nc(CC4CC4)no3)CC2)cc1	7	-7	19	-1	-0.6	-1	1	0	-1.9
CC(=O)N=c1sc2cc(C)ccc2n1C	3	6	6	1	-4.3	-5	-3	-1	-4.4
Cc1ccc(CC(=O)OCC(=O)NC2CCCC(C)C2C)cc1C (centres undefined)	0	-4	-1	3	-0.2	-2	-10	-14	-0.1
CCOC(=O)C1(CCCc2ccccc2)CCN(C(=O)C2CCCN(C(N)=O)C2)CC1 (centres undefined)	1	-16	24	3	-1.1	-9	0	7	-0.8
CC(C)OC(=O)c1cccnc1SCC(=O)N(C)c1ccccc1	1	-2	15	9	-3.2	-21	18	4	-4.4
Cc1nccc(-c2ccc(-n3cnc4ccccc43)cc2)n1	-4	-3	-1	5	17*	0	-4	1	0.2
CCOc1ccc2nc(NC3=NC(c4ccc(OC)cc4)CC(=O)N3)nc(C)c2c1 (centres undefined)	4	4	53	1	-0.7	-4	-10	-20	-2.3
Cc1nn(CC(=O)Nc2c(C)n(C)n(-c3ccccc3)c2=O)c(C)c1[N+](=O)[O-]	2	8	21	7	-0.4	-5	6	2	-1.3
Cc1ccc(CSCCNC(=O)CSc2ccccc2)cc1	6	43	3	3	0.1	-1	-6	-14	-2.7
COc1ccc(CN(C)CC(O)COc2ccc(-c3ccccc3)cc2)cc1OC (centres undefined)	-3	32	16	-9	-1.4	-8	5	-14	-1.7
Cc1ccc(CCNC(=O)C2CCN(S(=O)(=O)N3CCCC3)CC2)cc1	0	14	-25	-1	1.6	-10	7	-12	-3.8

The list goes on.
SMILES	IDE cell inh	NALP1 inh	PHOSPHO1 block	IDE act	VIM-2 inh	M18AAP inhibitor	GPR7 antag	p-CIP stab down	IMP-1 inhibitor
O=C(NCCCSc1ccccc1)c1cccnc1	.	1	15	3	-2.5	14	-3	-6	-2.8
CCn1cc(C2=NC(c3ccccc3)CO2)c2ccccc21 (centres undefined)	0	39	-11	2	-2.5	-1	-6	0	-0.6
S=C(Nc1ccccc1)N1CCN(C2CCCCC2)CC1	3	.	19	3	0.6	5	1	-1	-1.8
O=C(Nc1ccc(N2CCN(C(=O)c3cccs3)CC2)cc1)c1ccc(F)cc1	-5	19	43	2	0.5	-1	-1	0	1.4
Cc1ccc(-c2nn3cnnc3c3ccccc23)cc1	-1	7	8	-6	17*	0	-10	9	-1.4
Cc1cccc(N2CCN(S(=O)(=O)c3c(C)[nH]c(C)c3C(=O)N3CCCCC3)CC2)c1C	12	-10	27	-1	-3.2	-6	6	-2	-6.2
O=C(Cn1nc(C(=O)O)c2ccccc2c1=O)Nc1nc(-c2ccccc2)cs1	2	3	4	7	-1.9	2	-3	-7	-2.0
CCOc1ccc(NC(=O)CN2CCN(CC(=O)Nc3ccc(C(=O)OC)cc3)CC2)cc1	-2	34	-3	5	-2.2	4	-17	-4	-1.4
Cc1cc(Nc2cccc(C)c2C)n2ncnc2n1	3	29	-9	2	0.0	-2	-7	-6	-1.5
O=C(c1cc2ccccn2n1)N1CCN(c2cccc(C(F)(F)F)c2)CC1	3	-11	23	5	0.1	7	-2	-10	-4.4
CCCCNC(=O)C1CCN(S(=O)(=O)N2CCOCC2)CC1	1	10	-28	5	-2.8	-4	-10	11	-2.1
CN(C(=O)c1nn(C)c2c1CSc1ccccc1-2)c1ccccc1Cl	-4	11	8	-1	0.8	-8	-11	-11	-1.9
CCn1nc(C(=O)NNC(=O)CCOc2cc(C)ccc2C)c2ccccc2c1=O	5	-5	14	8	-4.7	-2	-5	-11	-3.4
COc1ccccc1N/C(=N/S(=O)(=O)c1ccc(Cl)cc1)c1ccccc1	3	31	-17	7	-1.3	1	-14	-3	-2.7
COc1ccc(-c2nnc(SCC(=O)Nc3ccc4c(c3)OCCO4)n2N)cc1OC	6	-9	1	5	-1.9	3	-6	-4	-2.8
CN(CC1CCOCC1)C(=O)CC1C(=O)NCCN1Cc1ccccc1F (centres undefined)	5	3	9	1	-0.2	2	0	-6	-1.1
CC(C)(C)OC(=O)NN1CC(=O)N2[C@@H](Cc3c([nH]c4ccccc34)C2(C)C)C1=O	3	19	37	-2	0.4	-6	-3	-12	-0.8
Cc1cc(OCCN2CCC(Cc3ccccc3)CC2)ccc1[N+](=O)[O-]	-2	.	.	0	-0.8	-6	-2	-15	0.0
O=C(NCc1ccco1)c1cccs1	3	29*	8	-4	-3.3	-33	-17	-17	-1.0
CCC1CCCCN1C(=O)C(=O)c1cn(CC(=O)N(CC)CC)c2ccccc12 (centres undefined)	6	-6	23	2	-0.9	-1	-6	11	-3.2
O=C(O)CC/C(=N\Nc1ccc(Cl)cc1)c1cccs1	5	-2	42	4	-3.3	4	0	-10	-2.8
Cc1nn(CC(=O)Nc2ccc3c(c2)nc(CN2CCCC2)n3C)c(=O)c2ccccc12	0	15	29	-1	-2.2	-4	-5	-9	-1.1

Whole records as entered above. Values in the order: IDE cell inh | NALP1 inh | PHOSPHO1 block | IDE act | VIM-2 inh | M18AAP inhibitor | GPR7 antag | p-CIP stab down | IMP-1 inhibitor
Listed for `CCCCNC(=O)C1CCN(S(=O)(=O)N2CCOCC2)CC1` : 1 | 10 | -28 | 5 | -2.8 | -4 | -10 | 11 | -2.1
Listed for `CCn1nc(C(=O)NNC(=O)CCOc2cc(C)ccc2C)c2ccccc2c1=O` : 5 | -5 | 14 | 8 | -4.7 | -2 | -5 | -11 | -3.4
